Source: PubChem
NRP1-CendR mod: modulators of CendR peptide binding to human neuropilin-1; AID 602438; hit rate 0.85% among 360,000; inhibition, % at 25 µM; FAM-RPARPAR peptide binding to NRP-1, fluorescence polarization; O14786;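 active = inhibition or corrected inhibition above about 18%, plus a signal ratio from 0.5 to 1.5, limit read from the data, passing the limit was not always enough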; also: strong numbers were not always called active
Neddyl block: cullin neddylation inhibition; P61081+Q13564; TR-FRET cullin neddylation, biochemical; calls only at 25 µM; hit rate 0.58% among 360,000; AID 651699; in the data active = inhibition above about 36%
FAS-TE inh: inhibitors of human fatty acid synthase thioesterase domain; AID 602261; inhibition, % at 15 µM; P49327; hit rate 0.67% among 360,000; recombinant FAS-TE, OMFH fluorogenic substrate, fluorescence endpoint;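 active = compounds whose normalised, plate-corrected inhibition of enzyme fluorescence in the single-dose primary screen is 50% or more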;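 also: 0% = DMSO with enzyme and 100% = substrate without enzyme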
SKN-1 block: inhibitors of C. elegans SKN-1 | C. elegans VP596 Pgst-4::GFP/RFP ratio, acrylamide-induced, 24 h | inhibition, % at 21.8 µM | hit rate 0.49% among 360,000 | AID 624304;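 active = interference check ratio from 0.5 to 1.5 plus GFP to RFP signal ratio inhibition reaching or exceeding a fixed threshold, cut at about 30% in these data, passing the limit was not always enough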; also: some compounds called inactive have numbers as strong as hits
PABP1 MLLE inh: blocks PAM2 peptide binding to the PABP1 MLLE domain; P11940; GST-MLLE / FITC-PAM2 fluorescence polarization; inhibition, % at 20 µM; hit rate 0.36% among 360,000; AID 588489; in the data active = inhibition above about 35%, passing the limit was not always enough;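 also: plate controls were DMSO wells with GST-MLLE for no effect and wells lacking GST-MLLE protein for full effect; some results filed as inactive read as strong as hits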
Target sequence (P11940 whole entry, looked up, the tested form may be a part): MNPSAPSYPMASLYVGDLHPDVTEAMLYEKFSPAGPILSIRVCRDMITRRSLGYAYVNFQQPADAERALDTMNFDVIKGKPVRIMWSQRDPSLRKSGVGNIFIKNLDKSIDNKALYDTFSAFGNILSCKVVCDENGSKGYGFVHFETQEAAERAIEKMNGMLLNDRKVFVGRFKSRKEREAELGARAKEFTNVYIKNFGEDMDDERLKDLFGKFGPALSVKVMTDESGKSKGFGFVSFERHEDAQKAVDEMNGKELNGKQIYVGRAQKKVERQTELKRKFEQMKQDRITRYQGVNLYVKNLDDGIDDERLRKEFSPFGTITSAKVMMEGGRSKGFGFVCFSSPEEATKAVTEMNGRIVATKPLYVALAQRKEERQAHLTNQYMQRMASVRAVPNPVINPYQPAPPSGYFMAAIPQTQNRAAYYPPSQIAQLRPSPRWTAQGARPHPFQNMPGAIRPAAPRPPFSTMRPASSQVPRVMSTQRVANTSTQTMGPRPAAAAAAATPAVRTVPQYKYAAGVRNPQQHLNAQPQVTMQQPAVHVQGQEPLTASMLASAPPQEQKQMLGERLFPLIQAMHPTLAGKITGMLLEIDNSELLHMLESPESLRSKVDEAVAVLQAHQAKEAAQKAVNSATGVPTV
eLon inh: E. coli protease La inhibition; P0A9M0; purified E. coli Lon protease, fluorescence polarization; inhibition, % at 7.94 µM; hit rate 0.42% among 360,000; in the data active = inhibition above about 13%, passing the limit was not always enough;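 also: 0% = enzyme with probe and DMSO and 100% = no enzyme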
bovine MsrA act: activators of bovine methionine sulfoxide reductase A; activation, % at 10.6 µM; purified bovine MsrA, absorbance read-out; hit rate 0.3% among 360,000; in the data active = activation above about 7.5%;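 also: 0% = vehicle and 100% = reference activator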
MT1-MMP act inh: inhibitors of human MT1-MMP activation. GFP/RFP ratio change, % at 20 µM. P50281. hit rate 0.061% among 360,000. HT1080 RFP-PRO-GFP cells, GFP/RFP ratio fluorescence, overnight; percent of plate control window, DMSO zero. AID 651647;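 active = GFP/RFP ratio change of at least 30% with cell ATP level not reduced by more than half and red fluorescence within 50% of control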; also: strong numbers were not always called active
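Assay system: HT1080 cells carrying an RFP-PRO-GFP reporter | Dosing: Single dose of 20 µM compound, 1% DMSO final | Incubation: Cells overnight before dosing, compound overnight, 37 °C, 5% CO2 | Evaluation: GFP/RFP fluorescence ratio | Control set: DMSO and RFP-L50D-GFP cell wells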
Rin1-Abl PPI inh: blocks binding of human Rin1 to Abl; P00519+Q13671; TR-FRET Rin1/Abl binding, biochemical; inhibition, % at 7.35 µM; hit rate 0.4% among 360,000; in the data active = inhibition above about 5%, passing the limit was not always enough
Starred values were filed as active, the others as inactive; i = inactive; nt = not tested or not shown.

compound,NRP1-CendR mod,Rin1-Abl PPI inh,SKN-1 block,Neddyl block,bovine MsrA act,PABP1 MLLE inh,MT1-MMP act inh,FAS-TE inh,eLon inh
COc1ccc(CCN2CC(C(=O)N(C)Cc3ccc4nsnc4c3)CCC2=O)cc1 (stereo not drawn),0,-1,2,i,-2,-14,-2,-2,-4
CCCC(=O)Nc1ccc(OCC(O)CNC(C)C)c(C(C)=O)c1 (stereo not drawn),-9,3,-4,i,-8,7,4,-3,-5
CCOC(=O)CC(NS(=O)(=O)c1ccc2[nH]cc(C(=O)O)c(=O)c2c1)c1ccc(OCC)c(OC)c1 (stereo not drawn),-6,2,2,i,-3,-4,1,-4,0
COc1ccc(C(=O)Nc2ccc(OC)c([N+](=O)[O-])c2)cc1Br,2,-1,17,i,-4,2,3,6,-5
Cc1ccc(N(CC(=O)NC(C)(C)C)C(=O)CNC(=O)c2cccs2)c(C)c1,10,5,4,i,-9,7,-9,-1,3
O=C1/C(=C/c2cccnc2)SC(=S)N1c1ccccc1,0,-1,-15,i,-1,17,-2,-11,-8
COc1cc(C(C(=O)NC2CCCCC2)N(C(=O)c2snc(C(N)=O)c2N)c2ccc(C)cc2)ccc1O (stereo not drawn),-1,-2,1,nt,-3,12,-6,0,5
C=CCN(C(=O)c1csnn1)C(C(=O)NC1CCCCC1)c1ccc(C)cc1 (stereo not drawn),8,4,11,i,1,11,-2,5,-1
COc1cc(C)c2c(c1OC)C(=O)CC2,-1,-1,6,i,-3,12,0,-7,-3
C=CCOC(=O)C1=C[C@@H](C2CCCCC2)C[C@@H](OCc2ccc(CO)cc2)O1,6,2,10,i,-1,-4,-1,8,1
CCC(C)[C@H](NC(=O)NCc1cccs1)C(=O)O (stereo partly drawn),6,0,19,i,0,-7,7,-7,-8
CCOC(=O)c1cnn(-c2ccc(C(F)(F)F)cn2)c1N,3,3,18,i,-2,3,7,3,-1
NC(=O)c1ccccc1[N+](=O)[O-],-4,-4,18,i,-4,-7,-4,-6,8
CCOC(=O)C(CO)(NC(C)=O)C(=O)OCC,-2,2,21,i,-1,-1,0,-3,-2
CN(C)Cc1cn(CCC(=O)O)c2ccccc12,-17,-4,-10,i,-4,-1,4,-7,-12
O=C(CN(CC1CCCO1)C(=O)CNS(=O)(=O)c1ccc(F)cc1)NC1CCCC1 (stereo not drawn),0,1,11,i,-1,12,-1,-5,-5
CCCCOC(=O)N/N=C/C=C/c1ccccc1,12,1,4,i,-7,1,5,-4,0
COC(=O)c1cc(-c2ccc(Cl)cc2)n(-c2ccc(S(N)(=O)=O)cc2)n1,-4,1,-5,i,-4,3,-1,4,1
CCCn1c(C)cc(C(=O)COC(=O)c2cc(=O)[nH]c3ccccc23)c1C,1,0,1,i,-3,13,5,-2,7
O=C(Cc1cccs1)N=Nc1c(O)[nH]c2ccccc12,-5,-8,-6,i,-4,11,7,-6,-5
CC(C)NC(=O)CSc1nc(-c2ccccc2)cs1,2,1,-3,i,-3,4,2,-3,0
CC(Oc1ccc(Br)cc1)C(=O)Nc1ccc(S(=O)(=O)N(C)C2CCN(C)CC2)cc1 (stereo not drawn),2,2,1,i,-1,-51,-14,-1,-14
COc1ccccc1C=NN1CCCCCC1,1,1,7,i,-3,-28,0,8,6
Cc1ccc2c(CN3CCCCC3)cc(=O)oc2c1C,6,1,3,i,0,8,-1,4,-1
O=C(CCCCn1c(=O)[nH]c2ccsc2c1=O)NCC1CCCO1 (stereo not drawn),2,-1,-11,i,-4,0,6,-3,-1
CCOC(=O)C1(CC2CCCCO2)CCN(Cc2nc3ccccc3[nH]2)CC1 (stereo not drawn),4,2,-4,i,-4,-11,-1,-6,-3
Cc1ccc(OCCn2c3ccccc3n3nc(C)c(=O)nc23)cc1,-3,0,-5,i,-12,14,nt,9,-11
O=C(Nc1cccc(-n2cnnn2)c1)c1cc(Cl)nc(Cl)c1,-7,-2,-1,i,-5,-8,7,11,7
CCC(c1nnnn1CCOC)N1CCN(C(=O)c2ccco2)CC1 (stereo not drawn),2,4,-19,i,-6,-5,-3,-7,-8
CN(CCc1ccccc1)C(=O)c1cc(COc2cccc(C(F)(F)F)c2)on1,5,-2,-10,i,-1,7,-1,32,6

3 entries out of the list above, ordered by the number in eLon inh, lowest first:
structure	NRP1-CendR mod	Rin1-Abl PPI inh	SKN-1 block	Neddyl block	bovine MsrA act	PABP1 MLLE inh	MT1-MMP act inh	eLon inh
CCC(c1nnnn1CCOC)N1CCN(C(=O)c2ccco2)CC1 (stereo not drawn)	2	4	-19	i	-6	-5	-3	-8
CCOC(=O)c1cnn(-c2ccc(C(F)(F)F)cn2)c1N	3	3	18	i	-2	3	7	-1
C=CCOC(=O)C1=C[C@@H](C2CCCCC2)C[C@@H](OCc2ccc(CO)cc2)O1	6	2	10	i	-1	-4	-1	1

More records.
compound,NRP1-CendR mod,Rin1-Abl PPI inh,SKN-1 block,Neddyl block,bovine MsrA act,PABP1 MLLE inh,MT1-MMP act inh,FAS-TE inh,eLon inh
O=C(Cn1cnc2ccccc2c1=O)N1CCN(Cc2ccccc2)CC1,1,1,2,i,-7,-20,-2,-4,1
CCN(CC)c1nc(-c2ccccn2)nc(-c2ccccc2)c1C#N,0,1,16,i,-2,-6,-11,4,3
CN(C)Cc1c(O)ccc2c3c(c(=O)oc12)CCCCC3,-2,-5,-4,i,-4,3,8,-7,5
COc1ccc(OCC(=O)Nn2c(-c3ccc(OC)cc3)nc3ccccc3c2=O)cc1,6,4,-3,i,-6,9,1,-6,0
C=CCNC(=S)Nc1ccc(C)c(S(=O)(=O)N2CCCCC2)c1,-2,-1,-2,i,-6,-1,5,6,2
CCOC(=O)[C@]12CCCC=C1N(Cc1ccco1)C(=O)[C@H](CC(=O)NCC13CC4CC(CC(C4)C1)C3)C2,6,nt,0,i,0,nt,-10,12,-2
O=C(COC(=O)/C=C/c1cccs1)NC1CC1,10,-1,19,i,-12,-4,-2,-4,-3
CC(C)C(=O)Nc1nnc(Cc2ccccc2)s1,-2,0,-11,i,-5,-4,6,0,-7
C=CCN(c1ccc(OC)cc1)S(=O)(=O)c1ccc(Cl)c(C(=O)OCC(=O)c2c(N)n(C)c(=O)n(C)c2=O)c1,-6,-3,6,i,-2,-10,-5,40,9
COc1cc(-c2cc(NC(C)=O)c3ncc(-c4ccccc4)n3c2)cc(OC)c1OC,-17,1,24,i,1,-10,1,12,-8
Cc1ccc(NC(=O)CSc2nnc(Cc3csc(C)n3)o2)cc1,2,2,10,i,-1,-6,1,-12,8
c1ccc(-c2nc3ccccc3c3nncn23)cc1,-10,1,-5,i,-4,-4,8,-9,1
Cc1c(CCO)c(=O)[nH]n1S(=O)(=O)c1cccc(C(F)(F)F)c1,9,-4,12,i,-4,11,2,3,5
CC(C)(C)n1nnnc1C(c1cccs1)N1CCCc2ccccc21 (stereo not drawn),13,2,20,i,5,12,-16,18,-5
CCS(=O)(=O)N1CCCC(C(=O)NCCc2ccccc2)C1 (stereo not drawn),-6,-1,-1,i,-4,-3,-2,-4,-2
CN(C)C(C)(C)C#CCCCCC#CC(C)(C)N(C)C,14,-7,8,i,-10,4,-3,-7,6
CC(=O)Nc1cccc(C(=O)OCN2C(=O)c3ccccc3C2=O)c1,-12,2,13,i,-3,-8,1,-1,-4
CCc1ccc(N(CC(=O)O)S(=O)(=O)c2c(C)noc2C)cc1,-22,3,-2,i,0,4,0,1,-9
Cc1cc(C)n(-c2nc3c(c(=O)[nH]c(=O)n3C)n2Cc2cccc(Br)c2)n1,-6,0,3,i,-3,2,0,0,-7
CC1(C(=O)Nc2cccc(Oc3ccccc3)c2)CCN1Cc1ccccc1Cl (stereo not drawn),17,-1,1,i,-3,-1,-7,26,-20
CCN(CCCNS(=O)(=O)c1cc(-c2cc(C)no2)ccc1C)Cc1ccccc1,12,1,9,i,-3,10,-3,4,-6
N#C/C(=C1\CCCN1)c1ccc2ccccc2n1,-4,5,-8,i,-2,-17,-2,-1,1
C#CCOCCOCCOCCNc1nc(N2CCOCC2)nc(N2CCN(C(=O)[C@H]([C@@H](C)CC)n3cc([C@@H](N)Cc4ccc(O)cc4)nn3)CC2)n1,14,3,-5,i,-3,-9,1,-7,-10
CCCC(c1nnnn1C1CCCCC1)N1CCN(c2ncccn2)CC1 (stereo not drawn),13,0,-41,i,0,-8,6,5,2
COc1cc(NS(=O)(=O)c2ccc(NS(=O)(=O)c3ccccc3)cc2)nc(OC)n1,-8,2,-8,i,1,12,1,-3,-4
CC1CCN(C(=S)c2cccc(O)c2)CC1,-3,0,-5,i,-5,36,1,0,0
COc1ccc(-n2nc(C(=O)NCC(=O)NCc3ccco3)c3ccccc3c2=O)c(OC)c1,-13,1,-17,i,-11,4,4,-7,5
Cc1ccc(NC(=O)c2cnn(-c3ccccc3)c2C)cc1C,4,1,10,i,-2,-15,3,9,-3
COC(=O)c1sc(C(C)(C)C)cc1CS(=O)(=O)c1ccccn1,-8,2,-18,i,-12,5,4,0,0
CCC(=O)N1CCN(C(=O)CC)C1c1ccccc1,11,2,-18,i,0,5,2,-4,-10
COCC(C)NCc1ccc(C)cc1C (stereo not drawn),0,0,8,i,0,-3,-8,-7,-1
O=C(NCCCNC1CCCCC1)c1ccc(/C=N/O)nc1,4,-2,1,i,-3,1,1,-8,-3
Cc1cc(CN(C)C(=O)c2ccc(OC3CCN(Cc4ccccn4)CC3)cc2)on1,7,5,8,i,-1,-5,-7,-9,3
Cn1c(N)c(C(=O)CSc2ccccn2)c(=O)n(C)c1=O,0,0,11,i,2,-9,-3,-10,5
CC(=O)N/C(=C/c1ccc(OC(F)F)cc1)C(=O)O,5,2,0,i,-6,-4,0,-10,-5
Cc1cc2c(ncn2Cc2ccccc2)c(N)c1C,2,3,7,i,-5,11,1,-7,11
CCOC(=O)c1cnc(-n2nc(C)cc2C)nc1-n1nc(C)cc1C,-8,-1,-36,i,-14,4,-5,-6,-7
S=C(NCc1ccccc1)NC1CCCc2ccccc21 (stereo not drawn),19,3,5,i,-2,-106,-4,22,0
COc1ccccc1C(=O)NNC(=O)C(=O)NC(C)(C)C,7,0,-6,i,-2,-3,1,-8,-12
Cc1cc(Cl)cc(C)c1OCC(=O)O,-14,-1,-22,i,-12,6,7,-15,-13
NC(=O)c1nsc(C(=O)N(CC(=O)NCc2ccc3c(c2)OCO3)C2CCCC2)c1N,-11,0,27,i,0,-11,-1,-4,-8
CCOc1ccccc1C(=O)OCC(=O)Nc1cccc(S(=O)(=O)NC2=NCCCCC2)c1,5,0,-4,i,-7,3,5,-4,16
FC(F)(F)c1nnc2sc(-c3ccccn3)nn12,4,1,-4,i,-1,-7,4,-2,-6
COc1ccc(NC(=O)N(C)[C@H]2C[C@H]3c4[nH]c5ccc(-c6ccc7c(c6)OCO7)cc5c4CCN3C[C@H]2[C@H](C)O)cc1,-13,-4,6,i,-1,-7,-6,32,-5
Cc1c(C(=O)OCC(=O)NCC2CCCO2)oc2ccccc12 (stereo not drawn),14,-3,3,i,-2,-15,33*,1,-4
CN1CCN(C(=O)c2ccccc2Nc2ccc(SC(F)F)cc2)CC1,7,0,8,i,0,8,-2,-5,4
C=CCn1cc(/C=N/N2C(=O)C3C4C=CC(C4)C3C2=O)c2ccccc21 (stereo not drawn),-14,-2,-4,i,-2,-12,-5,-5,2

Limited to MT1-MMP act inh, eLon inh and NRP1-CendR mod (2 entries from above):
canonical_smiles | MT1-MMP act inh | eLon inh | NRP1-CendR mod
COc1cc(C(C(=O)NC2CCCCC2)N(C(=O)c2snc(C(N)=O)c2N)c2ccc(C)cc2)ccc1O (stereo not drawn) | -6 | 5 | -1
Cc1cc2c(ncn2Cc2ccccc2)c(N)c1C | 1 | 11 | 2

An unsorted share of the library, and some 4% of all compounds hit somewhere here.
